bIAP inhibitor – blocks bovine intestinal alkaline phosphatase activity; purified bovine IAP, CDP-star luminescence, 30 min; inhibition, % at 20 µM; 190,000 tested, under 10 active;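 active means over 50% inhibition of intestinal alkaline phosphatase at 20 µM in the single-dose screen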
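Assay system: bovine IAP enzyme; medium: DEA buffer 100 mM, pH 9.8, with MgCl2 1.0 mM, ZnCl2 0.02 mM; doses: 20 µM single dose; incubation: enzyme reaction for 30 min at room temperature; detection: CDP-star luminescence signal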
PPARg SRC3 recr – agonists of human PPARgamma SRC-3 coactivator recruitment; hit rate 0.26% among 200,000; biochemical PPARgamma/SRC-3 coactivator recruitment assay; activation, % at 8 µM; P37231; in the data active means activation above about 23%;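 further: 0% = DMSO and 100% = reference agonist; some compounds past the cut are filed as inactive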
Target sequence (P37231 whole entry, looked up): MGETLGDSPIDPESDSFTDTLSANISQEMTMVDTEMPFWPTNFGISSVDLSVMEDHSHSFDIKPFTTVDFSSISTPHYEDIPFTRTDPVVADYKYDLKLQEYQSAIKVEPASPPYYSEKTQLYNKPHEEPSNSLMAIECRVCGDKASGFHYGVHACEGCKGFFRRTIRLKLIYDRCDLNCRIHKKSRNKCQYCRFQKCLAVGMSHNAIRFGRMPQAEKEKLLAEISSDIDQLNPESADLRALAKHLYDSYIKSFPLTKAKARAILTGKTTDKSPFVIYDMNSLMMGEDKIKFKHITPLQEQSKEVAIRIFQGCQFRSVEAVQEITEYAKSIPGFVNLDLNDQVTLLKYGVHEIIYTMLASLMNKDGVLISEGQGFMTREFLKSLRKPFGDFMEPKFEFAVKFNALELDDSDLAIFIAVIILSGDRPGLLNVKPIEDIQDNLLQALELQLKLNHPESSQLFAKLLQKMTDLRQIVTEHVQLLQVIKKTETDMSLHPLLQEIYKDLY
HMGR II inh – blocks class II HMG-CoA reductase of Enterococcus faecalis; purified E. faecalis HMGR, NADPH absorbance 340 nm kinetic; inhibition, % at 10 µM; hit rate 0.41% among 190,000; AID 1066;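 active means inhibition above a set limit, the median over all tested compounds plus 3 SD, cut at about 9.5% in these data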;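 further: enzyme runs in reverse so mevalonate oxidation gives rising NADPH absorbance; 0% = complete reaction with DMSO and 100% = background rate lacking mevalonate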
TNAP inh hiacc – TNAP (human) inhibition, high acceptor. purified TNAP, CDP-star luminescence, 1 M DEA. inhibition, % at 20 µM. hit rate 0.03% among 200,000;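 active means over 50% inhibition of tissue-nonspecific alkaline phosphatase at 20 µM in the single-dose screen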;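 further: plate controls were DMSO wells for no effect and EDTA-quenched wells as full inhibition for full effect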
Target sequence (P05186 whole entry, looked up): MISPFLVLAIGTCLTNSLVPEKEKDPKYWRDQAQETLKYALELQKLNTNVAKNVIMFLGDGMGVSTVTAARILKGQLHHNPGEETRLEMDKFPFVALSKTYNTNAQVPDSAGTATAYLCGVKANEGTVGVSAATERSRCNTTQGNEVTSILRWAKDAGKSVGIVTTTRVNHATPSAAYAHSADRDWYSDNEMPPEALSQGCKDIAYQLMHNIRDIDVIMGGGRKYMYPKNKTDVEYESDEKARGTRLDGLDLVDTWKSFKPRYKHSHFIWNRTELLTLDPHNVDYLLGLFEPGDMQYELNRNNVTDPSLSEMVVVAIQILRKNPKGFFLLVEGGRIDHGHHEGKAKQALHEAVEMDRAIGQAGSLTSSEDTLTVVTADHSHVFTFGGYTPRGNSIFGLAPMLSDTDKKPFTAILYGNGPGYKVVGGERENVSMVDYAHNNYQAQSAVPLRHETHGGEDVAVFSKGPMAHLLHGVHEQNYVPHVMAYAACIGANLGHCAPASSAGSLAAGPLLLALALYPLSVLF
PPARg SRC-2 ag – PPARgamma-driven SRC-2 recruitment agonism; P37231; PPARgamma LBD-SRC-2 recruitment, biochemical; activation, % at 8 µM; hit rate 0.34% among 200,000; AID 1032; in the data active means activation above about 22%;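 further: 0% = vehicle and 100% = reference agonist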
TNAP inh no acc – blocks human TNAP activity with no phosphate acceptor present; purified TNAP, CDP-star luminescence, 30 min; inhibition, % at 20 µM; hit rate 0.26% among 200,000; AID 1012;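 active means tissue-nonspecific alkaline phosphatase inhibition above about 50% at 20 µM in the single-dose screen, limit read from the data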;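 further: 0% = DMSO negative control and 100% = EDTA positive control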
PPARg SRC1 recr – PPARgamma-driven SRC-1 recruitment agonism. P37231. PPARgamma-SRC-1 coactivator recruitment biochemical assay. activation, % at 8 µM. hit rate 0.41% among 200,000. AID 631; in the data active means activation above about 19%;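 further: 0% = DMSO and 100% = reference agonist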
bIAP act – intestinal alkaline phosphatase (bovine) activation | hit rate 0.17% among 200,000 | activation factor at 20 µM | purified bovine IAP, CDP-star luminescence, 30 min; stronger effect = higher value; fold of DMSO-control signal, blank-subtracted;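 active means activation factor of 2 or more at 20 µM, a signal rise over negative controls twice the positive control's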
TR-FRET SRC-2 ct – counter-screen for PPARgamma SRC-2 recruitment agonists: TR-FRET artefact | stronger effect = higher value | TR-FRET ratio at 8 µM | hit rate 0.4% among 200,000 | AID 1049; in the data active means TR-FRET ratio above about 2000; further: inactives centre near 1500; reference of the scale not given here
TNAP act hi DEA – increases human TNAP activity under high phosphate acceptor concentration; purified TNAP, CDP-star luminescence, 1 M DEA, 30 min; stronger effect = higher value; 0 = EDTA background, 1 = DMSO-only activity; activation factor at 20 µM; 200,000 tested, under 10 active; AID 1136;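 active means activation factor at least 2 at 20 µM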
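Test system – human TNAP · Doses – 20 µM single point · Incubation – 30 min, room temperature · Signal – luminescent substrate turnover signal · Read-out basis – activation factor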
Active calls of the source: *; nt = not tested or not shown.

SMILES	bIAP inhibitor	PPARg SRC3 recr	HMGR II inh	TNAP inh hiacc	PPARg SRC-2 ag	TNAP inh no acc	PPARg SRC1 recr	bIAP act	TR-FRET SRC-2 ct	TNAP act hi DEA
CC(C)C(C(=O)OCC(=O)c1cccc([N+](=O)[O-])c1)N1C(=O)[C@@H]2[C@H]3CC[C@H](C3)[C@@H]2C1=O (some centres undefined)	-2	-3	-5	6	-3	4	5	1	1338	0.9
O=C(CCCC(=O)NCc1ccccc1)NCc1ccccc1	6	-4	-2	1	7	-15	2	0.9	1466	1
NC(=O)[C@H]1CC2(CC(c3cccc(NC(=O)c4ccccc4)c3)=NO2)CN1C(=O)[C@H]1CCC(=O)N1 (some centres undefined)	1	2	0	-4	7	-12	4	1	1578	1
CC(Sc1nnnn1C)C(=O)NC1CCCc2ccccc21 (centres undefined)	1	-2	-1	-1	-7	-3	1	1	1438	1
Cn1cc(CN(CCCN2CCOCC2)C(=S)Nc2cccc(Cl)c2)c2ccccc21	17	1	-1	-6	-5	-10	-6	0.8	1436	1.1
CCN(CC)CCNc1nc(-c2ccco2)c2c(c1C#N)CC(C)(C)OC2	0	-6	0	-1	5	-4	-2	1	1615	1
O=C(CSc1nnc(C2CCCCC2)n1-c1ccccc1)NCc1ccco1	-6	-6	-2	-1	1	-11	-10	1.1	1543	1
O=C(COC(=O)C1COc2ccccc2O1)NC1CCS(=O)(=O)C1 (centres undefined)	9	7	0	-6	-4	-15	2	0.9	1641	1.1
COc1ccc(-c2noc(C3CCCN(C(=O)Nc4ccccc4)C3)n2)cc1 (centres undefined)	2	0	-2	-3	-5	-11	0	1	1322	1
O=[N+]([O-])c1cccc(N/N=C/c2cc([N+](=O)[O-])ccc2O)c1	8	3	-6	16	12	13	12	0.9	1637	0.8
COc1ccc(Cc2nnc(Nc3ccc4c(c3)OCCO4)[nH]c2=O)cc1	-9	3	-1	1	11	-2	10	1.1	1753	1
Cc1cccc(-c2noc(CN(C(=O)c3ccc4c(c3)OCO4)C(C)C)n2)c1	5	13	6	-10	5	-3	-3	1	1748	1.1

A stretch from further up:
SMILES	bIAP inhibitor	PPARg SRC3 recr	HMGR II inh	TNAP inh hiacc	PPARg SRC-2 ag	TNAP inh no acc	PPARg SRC1 recr	bIAP act	TR-FRET SRC-2 ct	TNAP act hi DEA
NC(=O)[C@H]1CC2(CC(c3cccc(NC(=O)c4ccccc4)c3)=NO2)CN1C(=O)[C@H]1CCC(=O)N1 (some centres undefined)	1	2	0	-4	7	-12	4	1	1578	1
CC(Sc1nnnn1C)C(=O)NC1CCCc2ccccc21 (centres undefined)	1	-2	-1	-1	-7	-3	1	1	1438	1
Cn1cc(CN(CCCN2CCOCC2)C(=S)Nc2cccc(Cl)c2)c2ccccc21	17	1	-1	-6	-5	-10	-6	0.8	1436	1.1
CCN(CC)CCNc1nc(-c2ccco2)c2c(c1C#N)CC(C)(C)OC2	0	-6	0	-1	5	-4	-2	1	1615	1
O=C(CSc1nnc(C2CCCCC2)n1-c1ccccc1)NCc1ccco1	-6	-6	-2	-1	1	-11	-10	1.1	1543	1
O=C(COC(=O)C1COc2ccccc2O1)NC1CCS(=O)(=O)C1 (centres undefined)	9	7	0	-6	-4	-15	2	0.9	1641	1.1
COc1ccc(-c2noc(C3CCCN(C(=O)Nc4ccccc4)C3)n2)cc1 (centres undefined)	2	0	-2	-3	-5	-11	0	1	1322	1
O=[N+]([O-])c1cccc(N/N=C/c2cc([N+](=O)[O-])ccc2O)c1	8	3	-6	16	12	13	12	0.9	1637	0.8
COc1ccc(Cc2nnc(Nc3ccc4c(c3)OCCO4)[nH]c2=O)cc1	-9	3	-1	1	11	-2	10	1.1	1753	1

The list goes on:
SMILES	bIAP inhibitor	PPARg SRC3 recr	HMGR II inh	TNAP inh hiacc	PPARg SRC-2 ag	TNAP inh no acc	PPARg SRC1 recr	bIAP act	TR-FRET SRC-2 ct	TNAP act hi DEA
Cc1ccc(CNC(=O)CSc2nc3ccsc3c(=O)n2Cc2ccc(C(=O)O)cc2)cc1	12	-5	-6	-4	-6	-17	4	0.9	1454	1
C[C@H](NC(=O)Cc1cccc2ccccc12)C(=O)N1CCCN(C)CC1	-1	1	6	-8	6	-19	2	1	1640	1.1
COc1ccc(-n2c(-c3ccco3)n[nH]c2=S)cc1	16	21	1	-9	14	-3	22*	0.8	1858	1.1
CC(C)[C@@H]1NC(=O)c2cc([N+](=O)[O-])cc(F)c2NCCC[C@@H](C(N)=O)NC(=O)[C@H](CO)NC1=O	-6	4	-7	4	4	-3	6	1.1	1506	1
CCN1C(=O)N(c2ccc(Cl)cc2)C(C)=CC1(C)C	-6	2	-3	-2	6	-5	9	1.1	1555	1
CCOC(=O)Cn1nnnc1C(CC)N(Cc1cc2c(C)cc(C)cc2[nH]c1=O)C1CCCC1 (centres undefined)	1	nt	nt	-9	nt	-21	nt	1	nt	1.1
CC(C)n1nc(C(=O)OCn2nnc3ccccc3c2=O)c2ccccc2c1=O	-2	-7	-2	-4	-4	-4	1	1	1561	1
C=CCc1cccc(CNc2nc3ccccc3n2CCC)c1O	6	9	-4	-5	14	-8	3	0.9	1459	1
Cc1[nH]c2ccccc2c1C1C(c2ccccc2)=NN=C(C(C)C)N1O (centres undefined)	3	-3	1	3	2	3	4	1	1615	1
COc1ccc(N2C(S)=C(C#N)C(=O)NC23CCCCC3)cc1	9	-3	0	-4	-2	-9	4	0.9	1554	1
COc1ccc(N2C(=O)CS/C2=C\[N+](=O)[O-])cc1	14	15	15*	5	6	-4	5	0.9	1812	0.9
CN1CCN(C(=O)c2ccc(C(C)(C)C)cc2)CC1	2	-1	0	-4	2	-12	2	1	1532	1
CCCCCc1c(C)nc(N2CCc3ccccc32)[nH]c1=O	0	-23	-3	4	-7	2	8	1	1368	1
O=C(/C=C/c1ccc2c(c1)OCCCO2)c1ccc2ccccc2c1O	5	1	-5	10	3	14	-9	1	1526	0.9
CCCCNC(=O)c1ccc2c(c1)N(CC)C(=O)c1ccccc1S2(=O)=O	9	2	1	-1	3	-11	0	0.9	1498	1
CC(C)(C)OC(=O)C(Cc1ccc(OC(C)(C)C)cc1)NC(=O)CNC(=O)CNC(=O)OCc1ccccc1 (centres undefined)	2	-1	-2	-3	1	-16	-3	1	1505	1
O=C(NCc1cccnc1)/C(=N\O)c1ccccc1	10	9	-3	-7	3	-14	4	0.9	1694	1.1
CCOc1cc(C(=O)Nc2ccc(NC(C)=O)cc2)ccc1OCC(=O)N1CCCCC1	0	6	-7	1	7	-9	0	1	1454	1
COc1ccc(C(C)(C)C)cc1NC(=O)COC(=O)c1cc(SC)ccc1Cl	6	5	-6	-2	4	-6	0	0.9	1629	1
Cc1cccc(C(=O)NNC(=O)CCC(=O)Nc2cccc(Cl)c2C)c1	6	3	-5	0	-7	-45	-2	0.9	1368	1
COc1cc2c(cc1OC)C(C(=O)N(C)Cc1ccccc1)C(c1cccnc1)N(C)C2=O (centres undefined)	4	2	-2	-2	2	-8	14	1	1628	1
CC(=O)OCCN(Cc1ccccc1)Cc1ccc2c(c1)OCO2	10	1	-2	1	6	-6	2	0.9	1673	1
CC(=O)CCc1c(C)[nH]c2ccccc2c1=O	14	-5	3	-8	-4	-11	-2	0.9	1723	1.1
COc1ccccc1NC(=O)C1CCN(c2ncccn2)CC1	5	20	-2	1	3	-7	-2	1	1320	1
CCCc1c(C(=O)OCC)sc(N)c1C#N	0	2	4	-3	2	-8	3	1	1440	1
Cc1cccc(C(=O)NCc2nnc3c4ccccc4c(-c4ccccc4)nn23)c1	3	-5	1	-5	-9	-9	-2	1	1435	1
CCCCOc1ccc(NC(=O)C(=O)NCCC2=CCCCC2)cc1	nt	-14	3	-3	4	-2	2	0.4	1419	1
O=S(=O)(c1ccc(-c2csc(Nc3ccc(Br)cc3)n2)cc1)N1CCCC1	3	9	-2	3	14	-4	6	1	1621	1
Cc1ccc2cc(C)c(SCC(=O)NCc3ccco3)nc2c1	-7	2	-4	0	-1	-8	-4	1.1	1618	1
COc1ccc(N(CC(=O)Nc2ccc(C)c(C)c2)S(=O)(=O)c2c(C)n[nH]c2C)cc1	-46	4	-1	-2	0	-5	6	1.5	1618	1
Cc1ccc(-c2nc(CS(=O)CC(=O)N3CCN(c4ncccn4)CC3)c(C)o2)cc1 (centres undefined)	5	-2	2	-4	5	-11	-8	1	1476	1
COc1cccc(N2CC(O)Cn3c2nc2c3c(=O)n(CCCc3ccccc3)c(=O)n2C)c1 (centres undefined)	-7	5	-1	-6	3	-8	2	1.1	1659	1.1
O=C(Nc1cccc(C(F)(F)F)c1)c1ccc(N2CCNCC2)c([N+](=O)[O-])c1	15	-2	-5	-1	-1	4	6	0.8	1598	1
Cc1cccc(C)c1N(CC(O)Cn1c2ccccc2c2ccccc21)S(C)(=O)=O (centres undefined)	2	11	2	-4	4	-5	0	1	1546	1
CN(C)CCOC(c1ccc(Cl)cc1)c1ccccn1 (centres undefined)	-9	-4	-5	0	-2	-8	-7	1.1	1529	1
Cc1ccc(-c2ccc(C(=O)NCc3ccccc3)o2)c2ccccc12	11	2	-2	-6	-5	-10	0	0.9	1468	1.1
CC(C(=O)NC(=O)NCc1ccccc1)N1C(=O)c2ccccc2C1=O (centres undefined)	6	-8	1	-1	-6	-8	-4	0.9	1473	1
Cc1ccsc1C(=O)NNC(=O)C1C2C=CC(C2)C1C(=O)O (centres undefined)	-38	1	1	-2	2	-2	6	1.4	1525	1
COc1ccc(COC(=O)NC2CCN(S(=O)(=O)c3ccc(OC)cc3)CC2)cc1	-6	-11	-4	2	12	0	-6	1.1	1503	1
COc1cccc(OC)c1C(=O)NC(=S)Nc1cc(-c2nc3ccccc3[nH]2)ccc1Cl	15	5	-2	6	12	-5	7	0.9	1801	0.9
O=C(NCc1cccs1)c1cccc(S(=O)(=O)N2CCCCC2)c1	17	-4	-2	-2	3	-2	1	0.8	1491	1
COCc1[nH]nc2c1C(c1ccc(F)cc1F)C(C#N)=C(N)O2 (centres undefined)	3	nt	6	0	nt	0	nt	1	nt	1
CC(=O)c1ccccc1NCC(=O)Nc1ccc(C)cc1	-3	3	-2	-3	0	-5	5	1	1576	1
CCOC(=O)C(C(=O)NCc1ccc(C)cc1)c1ncc(C(F)(F)F)cc1Cl (centres undefined)	12	8	-1	-3	14	-13	10	0.9	1564	1
Cc1ccc(-c2csc(NC(=O)CSc3nnc4c(n3)[nH]c3ccccc34)n2)cc1	9	7	-1	-4	9	-5	4	0.9	1611	1
C=CCn1c(NCCO)nc2c1c(=O)n(C)c(=O)n2C	3	3	1	-6	1	3	9	1	1525	1.1
CC(=O)Nc1ccc(S(=O)(=O)N2CCCCC2c2cccnc2)cc1 (centres undefined)	27	1	-1	-8	-3	-15	4	0.7	1611	1.1
CCN1C(=O)/C(=C/c2cccs2)S/C1=N\S(=O)(=O)c1ccc(C)cc1	6	3	-7	2	6	0	-1	0.9	1616	1
Fc1ccc(-c2cc(-c3nnc4n3CCCCC4)c3ccccc3n2)cc1	-3	-3	-3	-4	-1	1	6	1	1474	1
O=C(Cc1ccc(Br)cc1)N1CCN(c2ccc(F)cc2)CC1	-36	-6	2	-9	5	-5	2	1.4	1424	1.1
Cc1ccc(NS(=O)(=O)c2ccc(N3CCN(c4ccc(O)cc4)CC3)c([N+](=O)[O-])c2)c(C)c1	0	1	-3	3	9	1	2	1	1590	1

Assay outcomes: PubChem, several laboratories
